Pf gamet viab = late stage P. falciparum gametocyte viability inhibitors, primary screen, ATP luminescence, HTS; 150,000 tested, 0.065% active; P. falciparum stage V gametocytes, 24 h; AID 743093, 2013; inhibition, % at 10.9 µM;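 active means inhibition above the mean plus 3 SD of compounds within the control limits, set per campaign, cut at about 38% in these data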;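 further: 0% = DMSO wells and 100% = medium only without gametocytes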
Rab2 wt GTP = modulators of GTP binding to Rab2A wildtype, primary screen, biochemical, dog, bead-based flow cytometry, multiplex; GST-Rab2 wt beads, Bodipy-GTP binding; GTP binding activity, % at 10 µM; 190,000 tested, 0.19% active; AID 760, 2007;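 active means GTP binding activity at least 20 points away from 100%, either lowered or raised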;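 further: 0% = beads with excess unlabeled GTP and 100% = no-compound control corrected for plate trend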
Rac1 wt modul = wildtype Rac1 GTP binding modulators, primary screen, biochemical, GST-Rac1 beads, flow cytometry, multiplex | Ras-related C3 botulinum toxin substrate 1 (Homo sapiens), P63000 | 190,000 tested, 0.27% active | fluorescent GTP binding; actives lie on both sides; 0 = cold GTP competed, 100 = untreated | GTP binding activity (% of control), % at 10 µM;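 active means GTP binding activity at least 20 points away from the 100% control level, either lower or higher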
Rab7 wt GTP bind = modulators of GTP binding to Rab7, primary screen, biochemical, wildtype, multiplex bead flow cytometry. Rab7 GTPase wild type (dog), Bodipy-FL-GTP binding. GST-Rab7 beads, fluorescent GTP binding; actives lie on both sides; untreated = 100%, excess cold GTP = 0%. GTP binding activity (percent of control), % at 10 µM. 190,000 tested, 0.055% active. AID 758, 2007;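 active means fluorescent GTP binding to Rab7 beads changed by at least 20 points from the 100% baseline, either direction, mostly lower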;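 further: median green fluorescence of bound Bodipy-FL-GTP per Rab7 bead population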
Cdc42 wt GTP = modulators of GTP binding to wildtype Cdc42, primary screen, biochemical, multiplex bead flow cytometry, Bodipy-GTP. Cell division control protein 42 homolog (Homo sapiens), P60953. percent activity (GTP binding), % at 10 µM. AID 761, 2007. 190,000 tested, 0.2% active. GST-Cdc42 beads; actives lie on both sides;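 active means percent activity GTP binding at least 20 points away from the 100% baseline, either down as inhibitor or up as activator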;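 further: median bead fluorescence of bound Bodipy-FL-GTP at 100 nM; 0% = excess unlabeled GTP control and 100% = no compound control; below 100% means less GTP binding so inhibitor and above means activator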
ABCB1 inh = ABCB1 efflux pump inhibitors, primary screen, cell-based, multiplex, flow cytometry, ABCG2 counter-screen | ATP-dependent translocase ABCB1 (Homo sapiens), P08183 | CCRF-Adr cells, JC-1 efflux | inhibition, % at 6.6 µM | 190,000 tested, 0.067% active | AID 1326, 2008; in the data active means inhibition above about 40%;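 further: 0% = vehicle and 100% = reference inhibitor; higher value means more JC-1 retained so stronger ABCB1 efflux block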
Rac1 act GTP bind = GTP binding modulators of activated mutant Rac1, primary screen, biochemical, bead-based flow cytometry, multiplex, fluorescent GTP; GST-Rac1 activated beads; actives lie on both sides; 100% means binding = to untreated wells; percent activity (GTP binding), % at 10 µM; 190,000 tested, 0.11% active; AID 764, 2007;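 active means GTP binding at least 20 percentage points away from the 100% baseline, in either direction, so actives lie on both sides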
ABCG2 inh = ABCG2 efflux pump inhibitors, primary screen, multiplex with ABCB1, IgMXP3 cells, flow cytometry; Broad substrate specificity ATP-binding cassette transporter ABCG2 (Homo sapiens), Q9UNQ0; 190,000 tested, 0.1% active; inhibition, % at 6.6 µM; JC-1 efflux;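 active means inhibition above 80%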;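 further: 0% = DMSO and 100% = nicardipine control wells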
Target sequence (Q9UNQ0 whole entry, looked up): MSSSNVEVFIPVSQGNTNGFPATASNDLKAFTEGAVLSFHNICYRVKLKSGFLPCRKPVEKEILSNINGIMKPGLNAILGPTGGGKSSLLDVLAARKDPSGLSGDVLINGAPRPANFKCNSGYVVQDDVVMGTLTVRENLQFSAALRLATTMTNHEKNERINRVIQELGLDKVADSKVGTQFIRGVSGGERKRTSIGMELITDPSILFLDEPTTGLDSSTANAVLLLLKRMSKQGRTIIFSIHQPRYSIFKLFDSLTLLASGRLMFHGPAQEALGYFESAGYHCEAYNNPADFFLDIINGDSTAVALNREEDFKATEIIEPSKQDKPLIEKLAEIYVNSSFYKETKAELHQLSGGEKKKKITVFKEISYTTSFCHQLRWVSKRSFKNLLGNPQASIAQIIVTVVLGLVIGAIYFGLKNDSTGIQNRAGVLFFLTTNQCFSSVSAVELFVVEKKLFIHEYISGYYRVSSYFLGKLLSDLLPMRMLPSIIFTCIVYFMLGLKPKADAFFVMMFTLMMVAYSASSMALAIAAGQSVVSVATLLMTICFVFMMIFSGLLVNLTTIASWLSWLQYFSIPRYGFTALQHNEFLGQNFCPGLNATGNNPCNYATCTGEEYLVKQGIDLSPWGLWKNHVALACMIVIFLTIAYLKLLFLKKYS
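Measure – % inhibition of efflux relative to nicardipine and DMSO · Test system – ABCG2 IgMXP3 and barcoded ABCB1 CCRF-Adr cell mix · Control set – nicardipine as high control, DMSO as low control · Compound – one concentration, 6.6 µM final · Signal – flow cytometry of retained JC-1 fluorescence · Timing – 10 min exposure at 25 °C with rotation, no wash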
Avidin bead fluor = green autofluorescence of compounds with avidin beads – biophysical, 488/530 nm, flow cytometry, artefact control, profiling panel; fluorescence (KMESF) at 10 µM; 220,000 tested, 0.38% active; compound fluorescence 488/530 nm; hits give high values; AID 1775, 2009; in the data active means fluorescence above about 47; further: inactives centre near 10
HRas wt GTP bind = modulators of GTP binding to HRas wildtype, primary screen, biochemical, bead-based flow cytometry, multiplex; AID 759, 2007; GST-Ras wt beads, Bodipy-FL-GTP binding; actives lie on both sides; 190,000 tested, 0.14% active; GTP binding activity, % at 10 µM; GTPase HRas (Homo sapiens), P01112;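 active means GTP binding activity at least 20% away from the 100% baseline, either lowered as inhibitor or raised as activator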;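 further: 0% = unlabeled GTP competition control and 100% = no-compound control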
Mcl1 Noxa PPI = Mcl-1/Noxa binding inhibitors, primary screen, biochemical, TR-FRET, 1536-well. TR-FRET Mcl-1/Noxa peptide binding, 2 h. Induced myeloid leukemia cell differentiation protein Mcl-1 (Homo sapiens), Q07820. inhibition, % at 21.7 µM. 220,000 tested, 1.5% active;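 active means compounds that cut the protein-peptide binding signal by more than 50% relative to plate controls in a single-dose test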;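 further: His-tagged Mcl-1 with rhodamine Noxa BH3 peptide and terbium anti-His antibody; 0% = Mcl-1 plus Noxa peptide wells and 100% = peptide-only wells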
Target sequence (Q07820 whole entry, looked up): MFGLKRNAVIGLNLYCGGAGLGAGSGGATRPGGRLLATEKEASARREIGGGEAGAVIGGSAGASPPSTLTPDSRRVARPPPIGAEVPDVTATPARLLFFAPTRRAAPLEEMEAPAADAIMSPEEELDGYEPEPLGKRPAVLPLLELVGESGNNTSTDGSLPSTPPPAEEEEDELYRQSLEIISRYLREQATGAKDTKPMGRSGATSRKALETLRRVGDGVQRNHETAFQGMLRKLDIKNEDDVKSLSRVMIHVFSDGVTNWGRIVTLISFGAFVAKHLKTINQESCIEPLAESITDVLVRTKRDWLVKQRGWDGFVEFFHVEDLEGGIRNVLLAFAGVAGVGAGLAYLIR
* marks the source's active call; other numbers are inactive results; nt = no result given.

SMILES | Pf gamet viab | Rab2 wt GTP | Rac1 wt modul | Rab7 wt GTP bind | Cdc42 wt GTP | ABCB1 inh | Rac1 act GTP bind | ABCG2 inh | Avidin bead fluor | HRas wt GTP bind | Mcl1 Noxa PPI
CC(C)(C)NC(=S)NC(=O)C12CCC3CC(CC(C3)C1)C2 | 10.7 | 99.0 | 99.0 | 103.0 | 97.0 | 1.3 | 98.0 | 4.6 | 5 | 98.0 | 8.4
Cc1ccc2nc(SCCC(=O)O)cc(C)c2c1 | nt | 97.0 | 97.0 | 95.0 | 98.0 | 0.0 | 96.0 | 0.9 | 4 | 97.0 | 11.3
CC1CC(C)CN(S(=O)(=O)c2ccc(C(=O)OCC(=O)NCCN3C(=O)CSC3=O)cc2)C1 (stereo not given) | nt | 101.0 | 98.0 | 102.0 | 99.0 | 0.5 | 93.0 | 0.8 | 12 | 99.0 | -1.2
Cc1cccc(C)c1NC(=O)C(=O)NCCc1c[nH]c2ccccc12 | -12.6 | 98.0 | 98.0 | 98.0 | 97.0 | 0.3 | 98.0 | 1.9 | 22 | 97.0 | 1.8
Cc1cc(C)cc(NC(=O)c2ccc(NC(=O)C3C4CC5OC(=O)C3C5C4)cc2)c1 (stereo not given) | -13.6 | 97.0 | 94.0 | 103.0 | 97.0 | 0.3 | 95.0 | 3.7 | 9 | 97.0 | -7.7
CCOc1ccccc1C1CC(c2ccc(Cl)cc2)Nc2nc(N)nn21 (stereo not given) | nt | 98.0 | 107.0 | 101.0 | 99.0 | 0.0 | 99.0 | -0.4 | 9 | 98.0 | -7.3
Cc1ccnc(NS(=O)(=O)c2ccc(NC(=O)C3CCCCC3C(=O)O)cc2)n1 (stereo not given) | nt | 99.0 | 107.0 | 98.0 | 103.0 | 0.5 | 100.0 | 3.6 | 8 | 101.0 | 9.8
O=C1OCCC1Sc1nnnn1-c1ccccc1 (stereo not given) | nt | 99.0 | 101.0 | 99.0 | 100.0 | 0.3 | 100.0 | 2.8 | 4 | 100.0 | 0.6
Fc1ccc(NC(=S)Nc2ccccc2Cl)cc1 | 7.6 | 99.0 | 98.0 | 105.0 | 97.0 | 1.4 | 96.0 | 17.3 | 11 | 97.0 | 14.3
COc1cccc(C2=NOC(C(=O)Nc3ccc4c(c3)OCO4)C2)c1 (stereo not given) | -12.1 | 98.0 | 99.0 | 102.0 | 95.0 | 0.1 | 96.0 | 0.1 | 10 | 100.0 | 18.3
CC(=O)NC1=NN(C(C)=O)C(c2ccc(C)cc2)S1 (stereo not given) | -75.8 | 100.0 | 99.0 | 100.0 | 100.0 | 0.0 | 96.0 | -0.7 | 13 | 99.0 | 2.0
C(=N\c1nc2ccccc2n1Cc1ccccc1)/c1cccs1 | nt | 98.0 | 102.0 | 96.0 | 100.0 | 1.1 | 99.0 | 4.0 | 13 | 100.0 | 20.1
O=C(c1ccc(CS(=O)(=O)c2c(Cl)cccc2Cl)o1)N1CCCC1 | nt | 99.0 | 102.0 | 95.0 | 99.0 | 0.4 | 99.0 | 0.8 | 6 | 98.0 | 11.2
Cc1ccc(C(=O)N/N=C/c2nc3ccccc3n2C)cc1 | nt | 96.0 | 94.0 | 97.0 | 95.0 | 0.0 | 94.0 | 1.7 | 10 | 97.0 | 7.6
Cc1ccc(NC(=O)c2ccc(COc3ccc4c(c3)CCC4)cc2)c(C)c1 | 3.2 | 99.0 | 104.0 | 102.0 | 105.0 | 0.0 | 100.0 | 0.5 | 14 | 100.0 | -13.2
CN(C)S(=O)(=O)c1ccc(C(=O)OCc2ccc([N+](=O)[O-])cc2)cc1 | -23.1 | 103.0 | 99.0 | 107.0 | 97.0 | -1.1 | 98.0 | 29.2 | 8 | 102.0 | -12.7
CCOC(=O)N(NC(=O)C(O)(c1ccccc1)c1ccccc1)c1ccccc1 | -6.2 | 94.0 | 102.0 | 95.0 | 101.0 | 0.0 | 98.0 | -0.3 | 14 | 98.0 | 2.8
CCOc1cccc2sc(NC(=O)CC)nc12 | -5.0 | 95.0 | 94.0 | 93.0 | 95.0 | 0.3 | 94.0 | 2.7 | 15 | 95.0 | 21.8
COCCNC(=O)c1onc(CSc2cc(C)cc(C)c2)c1C(=O)O | nt | 94.0 | 95.0 | 97.0 | 96.0 | 0.7 | 93.0 | 3.3 | 11 | 97.0 | 27.6
S=c1[nH]nc(-c2ccco2)n1/N=C/c1cccc(Cl)c1Cl | -3.6 | 89.0 | 90.0 | 90.0 | 89.0 | -0.9 | 90.0 | -3.1 | 14 | 91.0 | 71.7*
CC(C)Cn1c(N)c(C(=O)CSc2nc3ccccc3n2C)c(=O)n(C)c1=O | 9.2 | 99.0 | 100.0 | 96.0 | 100.0 | 0.1 | 98.0 | 9.8 | 8 | 97.0 | 12.3
O=C(CSc1nc2ccccc2s1)N1c2ccccc2Sc2ccc(Cl)cc21 | nt | 101.0 | 100.0 | 99.0 | 101.0 | -0.1 | 100.0 | 0.0 | 4 | 101.0 | 1.6
CCCCOCCCNC(=O)N[C@@H](CCSC)C(=O)OC | nt | 106.0 | 107.0 | 102.0 | 106.0 | 0.4 | 101.0 | 1.2 | 13 | 106.0 | 2.2
CSc1nccc(Oc2ccc(C#N)cc2)n1 | -3.6 | 97.0 | 100.0 | 96.0 | 96.0 | 0.6 | 98.0 | 57.4 | 16 | 99.0 | 18.5
O=C(CN1CCN(Cc2ccccc2)CC1)Nc1ccc(N2CCOCC2)cc1 | nt | 99.0 | 97.0 | 104.0 | 97.0 | -0.1 | 96.0 | -0.1 | 14 | 99.0 | 13.1
COc1cccc(C=Nc2cc(C)cc(C)c2)c1O | nt | 95.0 | 97.0 | 94.0 | 96.0 | 0.1 | 93.0 | 3.9 | 7 | 95.0 | 17.7
O=C1C2C3C=CC(C3)C2C(=O)N1c1ccc(-c2nc3ccccc3o2)cc1 (stereo not given) | nt | 102.0 | 105.0 | 100.0 | 104.0 | -2.5 | 101.0 | -1.9 | 8 | 104.0 | -22.7
CCSc1nnc(NC(=O)c2ccc(Br)s2)s1 | nt | 94.0 | 95.0 | 91.0 | 98.0 | -0.1 | 94.0 | 0.6 | 36 | 96.0 | -98.7
O=C(CNc1n[nH]c(=O)[nH]c1=O)N/N=C/c1cccnc1 | -25.0 | 97.0 | 102.0 | 98.0 | 101.0 | 0.6 | 99.0 | -0.6 | 25 | 97.0 | -44.2
Cc1ccc(CSCC(=O)N/N=C/c2sccc2C)cc1 | nt | 98.0 | 101.0 | 98.0 | 95.0 | 0.1 | 96.0 | 7.4 | 10 | 99.0 | -3.1
CCOC(=O)C1CCN(C(=O)/C=C/c2cccs2)CC1 | 11.6 | 96.0 | 100.0 | 97.0 | 99.0 | 0.6 | 96.0 | 3.7 | 25 | 97.0 | -4.5
Cc1occc1C(=O)NC(C)C(C)(C)C (stereo not given) | 10.6 | 95.0 | 93.0 | 93.0 | 98.0 | 0.7 | 94.0 | 1.6 | 12 | 96.0 | -9.7
COc1ccc(OC)c(N(CC(=O)Nc2ccc3c(c2)OCO3)S(=O)(=O)c2ccccc2)c1 | nt | 98.0 | 99.0 | 102.0 | 98.0 | 1.3 | 98.0 | 10.0 | 12 | 98.0 | -3.2
CCOC(=O)c1c(C2COc3ccccc3O2)csc1N (stereo not given) | nt | 95.0 | 102.0 | 100.0 | 97.0 | 0.3 | 97.0 | 6.9 | 28 | 98.0 | 13.8
O=C(Nc1ccccc1)Nc1ccncc1 | -2.2 | 102.0 | 101.0 | 105.0 | 98.0 | 0.2 | 98.0 | 1.9 | 25 | 100.0 | 6.8
Cc1ccc(NC(=O)C(=O)NCc2ccncc2)cc1 | -29.9 | 102.0 | 100.0 | 108.0 | 100.0 | 0.0 | 96.0 | -2.0 | 9 | 101.0 | 16.2
CCOC(=O)N1CCN(C(=O)c2cnn3ccccc23)CC1 | nt | 102.0 | 106.0 | 100.0 | 100.0 | 0.4 | 100.0 | 1.6 | 7 | 101.0 | 8.7
COC(=O)Cn1c(=NC(=O)C(C)(C)C)sc2c(C)cc(C)cc21 | nt | 103.0 | 108.0 | 101.0 | 102.0 | 0.9 | 101.0 | 6.5 | 7 | 104.0 | 9.5
CCc1ccc2oc(=O)cc(CN3CCC(C)CC3)c2c1 | nt | 103.0 | 104.0 | 104.0 | 104.0 | 0.1 | 99.0 | 0.6 | 6 | 103.0 | 21.8
C[C@H](NC(=O)Cc1cccc2ccccc12)C(=O)NCc1ccccc1 | -18.0 | 98.0 | 98.0 | 94.0 | 97.0 | 0.3 | 97.0 | 5.4 | 13 | 96.0 | 2.0
O=C(Nc1ccc(F)cc1)/C(Cl)=C/c1ccccc1 | -7.8 | 104.0 | 96.0 | 102.0 | 104.0 | -0.1 | 97.0 | 1.9 | 9 | 99.0 | -0.1
CN(C)/C=N/c1nc2nccc(-c3ccccc3)n2n1 | 0.9 | 96.0 | 94.0 | 98.0 | 94.0 | 0.4 | 93.0 | 3.1 | 12 | 96.0 | 10.2
CCOC(=O)c1ccc(N=Cc2nc(-c3ccccc3)oc2OC(C)=O)cc1 | 5.1 | 94.0 | 99.0 | 99.0 | 96.0 | 0.3 | 94.0 | 2.6 | 8 | 98.0 | 8.0
Cc1ccccc1-c1nnc(NC(=O)CSc2nc3ccccc3s2)s1 | nt | 97.0 | 100.0 | 96.0 | 96.0 | -0.1 | 96.0 | 4.8 | 7 | 97.0 | -9.5

Full records from above. Order of screens: Pf gamet viab	Rab2 wt GTP	Rac1 wt modul	Rab7 wt GTP bind	Cdc42 wt GTP	ABCB1 inh	Rac1 act GTP bind	ABCG2 inh	Avidin bead fluor	HRas wt GTP bind	Mcl1 Noxa PPI
Profile of Cc1occc1C(=O)NC(C)C(C)(C)C (stereo not given) : 10.6	95.0	93.0	93.0	98.0	0.7	94.0	1.6	12	96.0	-9.7
Profile of Cc1cccc(C)c1NC(=O)C(=O)NCCc1c[nH]c2ccccc12 : -12.6	98.0	98.0	98.0	97.0	0.3	98.0	1.9	22	97.0	1.8

Compound activity: PubChem, several laboratories

This is a random part of the collection. About 2.3% of those tested had a hit in this group.
